12-LOX inh – Primary qHTS assay for inhibitors of human arachidonate 12S-lipoxygenase (ALOX12): Round 2 | Potency, µM (titrated, usually from 108 µM), for inactives: top-dose activity change, negative = inhibition, usual class: inhibitors | Polyunsaturated fatty acid lipoxygenase ALOX12 (Homo sapiens), P18054 | purified 12hLO, xylenol orange hydroperoxide absorbance | 580,000 tested, 1.1% active; note: % is set by controls: 0 for no effect and ±100 for the full control effect
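Hydroperoxide product was detected by ferrous iron/xylenol orange as the 573 to 405 nm absorbance ratio. Arachidonic acid at 40 uM (final) was turned over for 30 min at room temperature by 150 nM human 12hLO, pH 7.0 Hepes buffer, after 15 min compound preincubation.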
TrxR1 inh – qHTS Assay for Inhibitors of Mammalian Selenoprotein Thioredoxin Reductase 1 (TrxR1): qHTS | Thioredoxin reductase 1, cytoplasmic (Rattus norvegicus), O89049 | recombinant rTrxR1, NADPH fluorescence consumption, selenite substrate | Potency, µM (doses to about 114 µM), inactives show at the top dose activity change, negative = inhibition, actives largely listed as inhibitors | 390,000 tested, 1% active | AID 588453, 2011; note: % is set by controls: 0 for no effect and ±100 for the full control effect; nearly all actives have a fitted effect of over 65% in size
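Rat TrxR1 (90 nM in the dispensed reagent) was pre-reduced with 400 uM NADPH for 5 min at room temperature, then incubated with compound for 15 min. After 400 uM selenite was added, NADPH fluorescence (Ex 340/Em 450 nm) was followed for 8 min.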
GLS inhibitor – qHTS for Inhibitors of Glutaminase (GLS); Glutaminase kidney isoform, mitochondrial (Homo sapiens), O94925; GLS enzymatic activity, qHTS titration; Potency, µM (series often up to 45.5 µM), without a hit: at the top dose activity change, negative = inhibition, actives largely listed as inhibitors; 410,000 tested, 0.21% active; note: % is set by controls: 0 for no effect and ±100 for the full control effect
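Enzyme dispensed in phosphate buffer (45 mM, pH 8.2, 0.02% Tween-20), compounds pinned in, then 1 mM L-glutamine solution and the glutamate oxidase–HRP–Amplex Red mix added; fluorescence read immediately and again after 30 min at room temperature.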
RGS4 inhibitor – Inhibitors of Regulator of G Protein Signaling (RGS) 4: qHTS. Regulator of G-protein signaling 4 (Homo sapiens), P49798. Potency, µM (series often up to 114 µM), inactives show at the top dose activity change, negative = inhibition, hits mostly inhibitors. Transcreener GDP fluorescence polarization, RGS4-accelerated GTP hydrolysis. AID 504845, 2011. 390,000 tested, 0.039% active; note: % is set by controls: 0 for no effect and ±100 for the full control effect; nearly all actives have a fitted effect of over 75% in size; some results filed as inactive show a strong effect at the top dose
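MLSMR compounds (23 nl, pin-transferred) preincubated 10 min at room temperature with a 500nM (2x) first reagent, then RGS4 at 900nM (2x) plus Transcreener GDP mix added; fluorescence polarization (620/688 nm) read before and after 90 min at 30 °C.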
JMJD2A Tudor – qHTS Assay for Inhibitors of JMJD2A-Tudor Domain; AlphaScreen JMJD2A-Tudor / H3K4me3 peptide binding; Potency, µM (titrated, usually from 114 µM), without a hit: at the highest dose activity change, negative = inhibition, actives largely listed as inhibitors; 390,000 tested, 4.4% active; Lysine-specific demethylase 4A (Homo sapiens), O75164; note: % is set by controls: 0 for no effect and ±100 for the full control effect; nearly all actives have a fitted effect of over 50% in size
HP1b binding inh – HTS for Inhibitors of HP1-beta Chromodomain Interactions with Methylated Histone Tails | Potency, µM (top dose mostly 114 µM), inactives show at the top dose activity change, negative = inhibition, hits mostly inhibitors | 390,000 tested, 0.56% active | AlphaScreen HP1-beta / biotin-H3K9me3 peptide binding | Chromobox protein homolog 1 (Homo sapiens), P83916; note: nearly all actives have a fitted effect of over 70% in size; inactives centre near 23
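AlphaScreen: HP1-beta (50 nM) preformed 30 min with biotin-H3(1-18)K9me3 peptide (50 nM) in PBS pH 7.4, 0.01% Tween-20. Compound added for 30 min at RT, then streptavidin donor/nickel chelate acceptor beads (10 ug/mL) for 30 min.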
Tb PGK inh – qHTS Assay to Find Inhibitors of Phosphoglycerate Kinase. AID 602233, 2012. Potency, µM (highest dose often 57.5 µM), for inactives: at the highest dose activity change, negative = inhibition, actives largely listed as inhibitors. PGK/GAPDH coupled, Kinase-Glo luminescence, 60 min. Phosphoglycerate kinase, glycosomal (Trypanosoma brucei brucei), P07378. 380,000 tested, 0.043% active; note: % is set by controls: 0 for no effect and ±100 for the full control effect; nearly all actives have a fitted effect of over 60% in size
Target sequence (P07378 whole entry, looked up): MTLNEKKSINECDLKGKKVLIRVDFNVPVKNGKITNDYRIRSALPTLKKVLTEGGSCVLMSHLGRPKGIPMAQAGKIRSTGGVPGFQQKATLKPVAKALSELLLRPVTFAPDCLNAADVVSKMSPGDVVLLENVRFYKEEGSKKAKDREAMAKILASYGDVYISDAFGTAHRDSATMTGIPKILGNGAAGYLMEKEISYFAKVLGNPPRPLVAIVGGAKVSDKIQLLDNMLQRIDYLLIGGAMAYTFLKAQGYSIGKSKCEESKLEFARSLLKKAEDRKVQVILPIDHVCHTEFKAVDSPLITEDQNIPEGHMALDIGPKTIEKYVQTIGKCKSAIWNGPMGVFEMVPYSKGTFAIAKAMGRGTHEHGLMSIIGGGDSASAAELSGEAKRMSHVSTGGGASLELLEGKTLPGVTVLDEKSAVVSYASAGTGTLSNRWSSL
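Recombinant glycosomal PGK reaction used 1,3-bisphosphoglycerate generated in-well by GAPDH (100nM final) in 100mM TEA pH 7.6, 5mM MgCl2, 0.01% Tween-20. After 60 minutes at room temperature, ATP was read by Kinase-Glo Plus luminescence end-point.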
Pin1 inhibitor – qHTS Assay to Find Inhibitors of Pin1 | Peptidyl-prolyl cis-trans isomerase NIMA-interacting 1 (Homo sapiens), Q13526 | Pin1 FP peptide displacement, HiFluor488, 10 min | Potency, µM (doses to about 115 µM), for inactives: at the highest dose activity, negative = inhibition, actives largely listed as inhibitors | 390,000 tested, 0.009% active; active = well fitted inhibition curve with a large enough effect in the polarisation, with a control signal flat, not every such curve was filed as active; inconclusive = small, poorly fitted or top-dose-only effect, or effect the other way, or a change in a side signal; inactive = no such curve, though single readings can be large or run the other way; the % refers to the polarisation; note: % is set by controls: 0 for no effect and ±100 for the full control effect
ERG Ets-DNA blk – qHTS for Small Molecule Inhibitors of the ERG Ets/DNA interaction; fluorescence polarization, His-ERG Ets domain / labelled DNA; Potency, µM (doses to about 76.9 µM), inactives show at the highest dose FP activity, negative = inhibition, most hits filed as inhibitors; 370,000 tested, 0.028% active; AID 624246, 2012; active = well fitted inhibition curve with a large enough effect in the polarisation, with a control signal flat; inconclusive = small, poorly fitted or top-dose-only effect, or effect the other way, or a change in a side signal; inactive = no such curve, though single readings can be large or run the other way; the % refers to the polarisation;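 note: polarization taken with two DNA probes labelled with fluorescein and Texas red; % of control where 0% means no effect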
Target sequence (P11308 whole entry, looked up, the tested form may be a part): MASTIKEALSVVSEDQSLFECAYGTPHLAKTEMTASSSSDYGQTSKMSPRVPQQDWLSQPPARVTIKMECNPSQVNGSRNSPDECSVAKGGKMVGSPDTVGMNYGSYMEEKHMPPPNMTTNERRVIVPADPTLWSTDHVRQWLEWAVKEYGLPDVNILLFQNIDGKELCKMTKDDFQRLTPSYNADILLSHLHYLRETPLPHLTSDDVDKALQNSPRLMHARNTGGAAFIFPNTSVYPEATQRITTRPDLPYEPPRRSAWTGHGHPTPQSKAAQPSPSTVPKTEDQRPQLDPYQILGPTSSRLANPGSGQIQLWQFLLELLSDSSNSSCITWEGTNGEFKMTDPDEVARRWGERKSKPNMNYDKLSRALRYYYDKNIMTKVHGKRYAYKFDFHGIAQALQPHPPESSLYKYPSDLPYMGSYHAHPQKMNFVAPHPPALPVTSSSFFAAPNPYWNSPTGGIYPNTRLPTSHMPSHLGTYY
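His-tagged ERG Ets domain (1 uM in the protein solution; 300mM KCl, 50mM Tris-HCl, 1mM EDTA, 1mM DTT, pH 7.5) received compound, then a probe mix of 5 nM fluorescein-DNA and 100nM Texas-615-DNA. Fluorescence polarization was read for both dyes.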
* hit, by the source's call; i = inactive; u = inconclusive; x = no result given; [ ] = dose if it differs, or a comment. Unless noted, calls come from the whole dose curve; as a rule, active = well fitted curve in the direction sought with a large enough effect; inconclusive = small, poorly fitted or top-dose-only effect, or another doubt; inactive = no such curve, though single readings can be large; an effect the other way counts as inactive or inconclusive. Potency is the fitted concentration of half-maximal effect. Some of the compounds tested; the hit share may differ from the screen's.

#	structure	12-LOX inh	TrxR1 inh	GLS inhibitor	RGS4 inhibitor	JMJD2A Tudor	HP1b binding inh	Tb PGK inh	Pin1 inhibitor	ERG Ets-DNA blk
1	CCc1ccc(OCC(=O)N(Cc2ccc(OC)cc2)C2CCS(=O)(=O)C2)cc1 (centres undefined)	-24%	18%[57.1 µM]	-7%	-6%	-7%	7%	-3%	-7%	0%
2	NC(=O)c1sc2nc3c(cc2c1N)CCCCCC3	-28%	0%[11.4 µM]	0%	-31%	-18%	24%	-1%	-4%	14%
3	CCOc1ccc(C(=O)Nc2nnc(SCc3cc(=O)c4cc(C)ccc4[nH]3)s2)cc1	-10%	13%[57.1 µM]	-3%	-9%	-10%	19%[57 µM]	-1%	-5%	0%
4	COc1ccc(S(=O)(=O)N2CCC(C(=O)N[C@H](C(=O)NCc3ccncc3)C(C)C)CC2)cc1	16%	8%	0%	2%[11.4 µM]	1%	35%[activator]	-3%	7%	-1%
5	O=c1[nH]cnc2sc3c(c12)CN(Cc1ccccc1)CC3	x	-6%[57.1 µM]	-19%	5%	-12%	2%	-3%	u	-12%
6	CCc1c(O)nc(SCC(=O)N(CC)CC)[nH]c1=O	1%	15%[57.1 µM]	-1%	-12%	2%	32%	9%	0%	-1%
7	CC(/C=C/c1ccco1)=N\NC(=O)c1cccnc1	17%	u	-17%	-23%	-24%	10%	-5%[11.5 µM]	u	x
8	O=C(NCCOCCOCCNC(=O)c1ccccc1)c1ccccc1	-4%	8%[57.1 µM]	19%	-11%	3%	24%	-3%	1%	-1%
9	Cc1ccc(OCc2nnc(SC(C)C(=O)O)n2-c2ccccc2)cc1 (centres undefined)	u	18%	8%	17%	-14%	20%	6%	1%	-3%
10	CCOC(=O)Cn1nc(-c2ccccc2)nc1-c1ccccc1	-14%	1%	1%	-9%[56.9 µM]	5.6µM*	73%[activator]	-8%	-3%	-9%
11	CCOc1ccc(NC(=O)COc2ccc(C(=O)NCC3CCCO3)cc2OC)cc1 (centres undefined)	-1%	4%	9%	2%	-7%	26%	i	-8%	-1%
12	Cc1cn2c(-c3ccc(Cl)cc3)nnc2s1	399%[activator]	13%[57.1 µM]	0%	-21%	-16%	30%	6%	2%	1%
13	Nc1nc(SCc2ccccn2)c2ncn(C3CCCC3)c2n1	3%	-7%[57.1 µM]	1%	-2%	-12%	14%[57 µM]	-9%	-2%	8%
14	O=C(COc1ccc2ccccc2c1)NNC(=O)Cc1ccccc1	-2%	17%	4%	6%	12%	39%[activator]	-1%	29%	5%
15	OCCCCCN=c1cc(-c2ccccc2)oc2ccc(Cl)cc12	109%	4%	2%	-17%	-25%	32%	3%	3%	0%
16	CCOC(=O)c1c(NC(C)=O)c2c3c(sc2n1Cc1nc(-c2ccccc2OCC)oc1C)CCCC3	-21%	2%	1%	4%	-4%	33%	x	5%	-2%
17	O=C(CNC(=O)c1ccco1)N/N=C/c1cccs1	172%[activator]	0%[57.1 µM]	13%	-42%	-6%	17%	i	0%	45%[activator]
18	C=C(C)CNC(=S)Nc1cccc2cnccc12	-22%	1%[57.1 µM]	-6%	-17%	-1%	54%[activator]	i	-1%	-10%
19	CCN1CCN(Cc2ccc(NC(=O)c3ccc(C)c(NC(=O)c4nccn4C)c3)cc2C(F)(F)F)CC1	0%	9%	-9%	-13%	-13%	34%	-8%	1%	8%
20	COc1cc(NC(=O)C(C)C)ccc1NC(=O)c1ccco1	-9%	7%	-3%	16%	-2%	21%	x	0%	x
21	O=C(Nc1nnc(SCc2cccc3ccccc23)s1)C1COc2ccccc2O1 (centres undefined)	14%	3%	-1%	0%	-27%	3%	-6%	16%	-7%
22	CCc1cccc(NC(=O)CCc2nc3cccnc3n2Cc2ccc(OC)cc2)c1	3%	31%	7%	21%	-19%	8%	i	2%	-1%
23	CCN1CCc2c(C#N)c(NCc3ccccc3)nc(N(CC)CC)c2C1	-4%	4%	7%	-9%[56.9 µM]	u	-14%	i	-1%	7%
24	CCN(CC)C(=N)/C(C#N)=N/Nc1ccc(C)cc1	0%	4%[57.1 µM]	0%	-1%	-27%	-4%	-1%	-1%	8%
25	CC1(C)Cc2c(c(-c3ccccc3)[nH]c(=O)c2C#N)CO1	0%	-2%	10%	3%	-9%	31%	-4%	0%	8%
26	C/C(=N/NC(=O)CSc1nc2ccccc2n1C)c1ccco1	x	u	-7%	25%	-20%	35%	3%	1%	-6%
27	Cc1ccc(C)c(N(Cc2ccccc2F)S(C)(=O)=O)c1	-3%	3%[57.1 µM]	15%	-39%	-16%	19%	-2%	-4%	-6%
28	COc1ccc(S(=O)(=O)c2cn(C)c3cc(N4CCCCC4)c(F)cc3c2=O)cc1	-2%	2%	-2%	-13%	-13%	33%	-9%	-1%	1%
29	CNC(=S)N/N=C/c1ccc2c(c1)OCCO2	-12%	6%	-10%	10%	-8%	30%	x	3%	-2%
30	COc1ccccc1NC(=O)c1ccc(-c2nn(C)c(=O)c3ccccc23)cc1	0%	23%[57.1 µM]	-5%	u	-11%	32%	i	-1%	-3%
31	CCOCCCNC(=O)C1CCC(CNS(=O)(=O)c2ccc(NC(C)=O)cc2)CC1 (centres undefined)	-5%	7%[57.1 µM]	-5%	-16%	-7%	18%	2%	-1%	-10%
32	CC(C)NS(=O)(=O)c1ccc(NC(=O)C(C)OC(=O)CCC(=O)c2cccs2)cc1 (centres undefined)	6%	8%	4%	-11%	1%	38%	-2%	2%	-4%
33	CC(=O)N1CCN(c2ccccc2NC(=O)c2cc3ccccc3o2)CC1	0%	-19%	-10%	-15%	-16%	24%	6%	-3%	-3%
34	CC(C)NC(=O)/C(C#N)=C/c1ccc2c(c1)OCCO2	-2%	-7%[57.1 µM]	3%	20%	-6%	17%	-2%	6%	-8%
35	COc1ccc(-c2cc(C(F)(F)F)c(C#N)c(SCC(=O)Nc3cccc(C)c3)n2)cc1	-20%	4%	-6%	-5%	10%	36%	-1%	u	9%
36	COC(=O)c1ccccc1NC(=O)c1cc2ccccn2n1	-22%	7%[57.1 µM]	0%	-15%	-16%	18%	-8%	9%	0%
37	O=C(Nc1ccccc1Cc1ccccc1)c1oc2ccccc2c1COc1ccccc1	-16%	20%	8%	23%	4%	45%[activator]	1%	9%	-6%
38	CC1CC(Nc2ccccc2)c2ccccc2N1C(=O)c1ccccc1F (centres undefined)	-4%	51%[11.4 µM]	11%	31%	-6%	22%	-3%	8%	4%
39	CSc1ccccc1C(=O)N1CCC(CCC(=O)NCc2ccc(F)cc2)CC1	67%[activator]	-9%	0%	-4%	-4%	33%	2%	-2%	-3%
40	COc1ccc(C(=O)N/N=C(\C)Cn2nc([N+](=O)[O-])cc2C)cc1	-3%	1%[57.1 µM]	0%	9%[11.4 µM]	25%[11.4 µM]	-6%	-2%	-1%	0%
41	COCCCN(CC(=O)O)S(=O)(=O)c1ccccc1	-18%	13%	0%	14%	-13%	32%	0%	0%	1%
42	CCOc1ccc(C(=O)Nc2ccc(OCc3cc(=O)n4cccc(C)c4n3)cc2)cc1	0%	15%[57.1 µM]	4%	8%	-5%	16%[57 µM]	i	-7%	1%
43	O=C(COC(=O)c1cc([N+](=O)[O-])ccc1N1CCOCC1)NCc1ccc(F)cc1	u	-7%[57.1 µM]	0%	3%	-20%	13%	5%	7%	2%
44	Cc1ccc(-n2c(SCC(=O)NCc3ccco3)nc3sc4c(c3c2=O)CC(C)(C)SC4)cc1	-15%	-27%	6%	-29%	-29%	6%	-9%	30%	-6%
45	COC(=O)c1c(NC(=O)c2nc(SCc3cccc(C)c3)ncc2Cl)sc2c1CCCC2	-3%	3%	-10%	3%	-5%	45%[activator]	-5%	-6%	0%
46	CCOC(=O)N1CCN(C(=O)c2ccc(CNS(=O)(=O)c3ccc(OC)cc3)cc2)CC1	5%	-6%	7%	-2%	-1%	22%	-5%	-1%	-7%
47	CCOc1ccc(-n2c(=O)c3sccc3n(Cc3cccc([N+](=O)[O-])c3)c2=O)cc1	10%	25%	-2%	21%	-16%	31%	i	-1%	1%
48	CC(=O)Nc1c(C)nn(-c2ccccc2)c1N1CCC(C(=O)NCc2ccc(Cl)cc2)CC1	-12%	9%[57.1 µM]	1%	-13%	-6%	29%[57 µM]	-8%	0%	-2%

High-throughput results (PubChem BioAssay)
